From PubChem BioAssay
CRFBP-R2 agonist: agonists of CRF-BP/CRF-R2 complex, primary screen, cell-based, HEK293, calcium dye fluorescence, uHTS | AID 588473, 2011 | CRF-binding protein / CRF receptor 2 complex (human) | 350,000 tested, 0.46% active | calcium dye fluorescence (FLIPR); percent of saturating CRF peptide response | activation, % at 13.2 µM;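 active = activation of at least 50%, plus an integration ratio under a set limit after plate pattern correction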;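 also: plate controls were neutral control wells without compound for no effect and CRF at EC100 for full effect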
IDE inh: human IDE inhibitors in live cells, primary screen, fluorescence polarization, HEK cells, FAbetaB substrate; Insulin-degrading enzyme (Homo sapiens), P14735; FAbetaB cleavage; inhibition, % at 5.59 µM; 320,000 tested, 0.41% active;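 active = percent inhibition above the average of all tested compounds plus 3 SD, set per screening campaign, cut at about 16% in these data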;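 also: IDE supplied by intact live HEK cells; FP after avidin binding of uncleaved biotin substrate so inhibition keeps polarization high; 0% = DMSO wells and 100% = 60 µM reference IDE inhibitor Ii1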
Target sequence (P14735 whole entry, looked up): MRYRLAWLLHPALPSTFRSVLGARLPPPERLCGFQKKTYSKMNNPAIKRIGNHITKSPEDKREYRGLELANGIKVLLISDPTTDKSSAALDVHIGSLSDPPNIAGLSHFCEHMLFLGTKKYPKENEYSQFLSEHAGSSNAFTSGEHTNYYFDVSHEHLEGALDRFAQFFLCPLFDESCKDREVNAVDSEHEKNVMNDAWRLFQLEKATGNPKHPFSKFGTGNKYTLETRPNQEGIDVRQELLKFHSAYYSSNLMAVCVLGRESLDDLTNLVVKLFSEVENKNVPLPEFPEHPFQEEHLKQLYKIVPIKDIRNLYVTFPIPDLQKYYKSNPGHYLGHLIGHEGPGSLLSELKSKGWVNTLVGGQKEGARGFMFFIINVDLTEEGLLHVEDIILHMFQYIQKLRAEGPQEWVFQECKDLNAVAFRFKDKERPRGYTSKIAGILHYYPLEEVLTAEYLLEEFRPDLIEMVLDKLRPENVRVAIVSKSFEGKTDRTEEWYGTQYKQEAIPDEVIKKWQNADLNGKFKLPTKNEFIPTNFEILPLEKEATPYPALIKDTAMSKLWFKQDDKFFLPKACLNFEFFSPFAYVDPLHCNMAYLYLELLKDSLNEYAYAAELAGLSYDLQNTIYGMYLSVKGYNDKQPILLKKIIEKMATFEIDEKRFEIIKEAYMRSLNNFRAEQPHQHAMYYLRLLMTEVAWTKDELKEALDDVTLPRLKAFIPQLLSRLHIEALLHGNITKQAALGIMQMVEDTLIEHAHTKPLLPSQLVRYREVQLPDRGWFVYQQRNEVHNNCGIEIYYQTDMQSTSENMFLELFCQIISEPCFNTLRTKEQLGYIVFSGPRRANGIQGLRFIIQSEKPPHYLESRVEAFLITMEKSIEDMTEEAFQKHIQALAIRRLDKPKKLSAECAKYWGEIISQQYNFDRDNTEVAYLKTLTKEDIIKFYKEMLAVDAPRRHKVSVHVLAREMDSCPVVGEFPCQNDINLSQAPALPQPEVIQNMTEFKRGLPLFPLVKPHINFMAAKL
M5 antag: human M5 muscarinic receptor antagonists, primary screen, CHO cells, Fluo-8 calcium fluorescence. AID 624040, 2012. Muscarinic acetylcholine receptor M5 (Homo sapiens), P08912. 360,000 tested, 0.59% active. inhibition, % at 3 µM. CHO-hM5 cells, ACh EC80;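 active = inhibition above a per-plate cutoff, the mean of that plate's test compounds plus 3 SD, cut at about 27% in these data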;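 also: 0% = acetylcholine EC80 with DMSO and 100% = DMSO without agonist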
CRFR2-BP antag: antagonists of CRF-BP/CRF-R2 complex, primary screen, cell-based, HEK293, calcium dye fluorescence, uHTS | 350,000 tested, 0.59% active | CRF-induced calcium fluorescence | inhibition, % at 11.8 µM;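 active = inhibition of the ligand-induced calcium signal above about 50% at the single tested concentration, limit read from the data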
M5 ag: human M5 muscarinic receptor agonists, primary screen, CHO-K1 cells, Fluo-8 calcium fluorescence; Muscarinic acetylcholine receptor M5 (Homo sapiens), P08912; 360,000 tested, 0.19% active; activation, % at 3 µM; CHO-K1 hM5 cells; 0% DMSO wells, 100% maximal acetylcholine response;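 active = activation above the run's mean over test compounds plus 3 SD, cut at about 23% in these data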;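 also: signal is peak over basal fluorescence ratio across the kinetic read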
CHRM4 PAM: human M4 muscarinic receptor positive allosteric modulators, primary screen, CHO-K1 cells, Fluo-8 calcium fluorescence. activation, % at 3 µM. CHO-K1 hM4/Gqi5, ACh EC20; 0% = ACh EC20, 100% = maximal ACh. 360,000 tested, 0.4% active;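 active = activation above its plate's cutoff, the mean activation of sample wells plus 3 SD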; also: some results filed as inactive read as strong as hits
CHRM4 antagonist: human M4 muscarinic receptor antagonists, primary screen, CHO cells, Fluo-8 calcium fluorescence. Muscarinic acetylcholine receptor M4 (Homo sapiens), P08173. CHO-hM4 cells, ACh EC80. inhibition, % at 3 µM. 360,000 tested, 0.73% active;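 active = inhibition above its plate's cutoff, the mean inhibition of sample wells plus 3 SD, cut at about 27% in these data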;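 also: 0% = acetylcholine EC80 with DMSO and 100% = DMSO without agonist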
CHRM4 agonist: human M4 muscarinic receptor agonists, primary screen, CHO-K1 cells, Fluo-8 calcium fluorescence. Muscarinic acetylcholine receptor M4 (Homo sapiens), P08173. CHO-K1 hM4/Gqi5; vehicle 0%, full acetylcholine response 100%. activation, % at 3 µM. 360,000 tested, 0.14% active. AID 624127, 2012;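 active = activation above the run mean over all test wells plus 3 SD, cut at about 32% in these data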;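 also: peak over basal fluorescence ratio per well then scaled between controls; 0% = DMSO wells and 100% = acetylcholine at EC100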
M5 PAM: human M5 muscarinic receptor positive allosteric modulators, primary screen, CHO-K1 cells, Fluo-8 calcium fluorescence; Muscarinic acetylcholine receptor M5 (Homo sapiens), P08912; CHO-K1 hM5, ACh EC20 PAM; 0% = ACh EC20, 100% = ACh EC100; activation, % at 3 µM; 360,000 tested, 0.3% active;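 active = activation above the run cutoff, the mean activation of all test compounds plus 3 SD, cut at about 18% in these data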
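Assay system: CHO-K1 hM5 cells / Incubation: Fluo-8 loading 80 min at 37 °C plus 30 min room temperature / Technique: Fluo-8 calcium dye fluorescence, kinetic read / Repeats: single replicate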
Active calls of the source: *; · = no result given. Compounds were not picked by outcome; 2.9% or so of the library scored in one or more.

canonical_smiles	CRFBP-R2 agonist	IDE inh	M5 antag	CRFR2-BP antag	M5 ag	CHRM4 PAM	CHRM4 antagonist	CHRM4 agonist	M5 PAM
O=C(Nc1cccc(OC(F)(F)F)c1)C1Cc2c(-c3cccc(F)c3)ccnc2O1 (configuration not stated)	·	·	-3	·	0	-3	-9	2	-2
O=C(CC(=O)c1ccccc1)Nc1cccnc1Cl	-0.1	-6	8	-6	-1	-2	-5	3	-8
O=C(C[C@H]1C[C@H](C(=O)N2CCCCC2)[C@@]2(CCc3ccccc3)c3[nH]c4ccc(Cl)cc4c3CCN2C1=O)NCCCn1ccnc1	7.5	·	-1	-8	0	3	-10	0	0
C[C@H]1COC[C@@H](C/C=C/c2ccccc2)N1c1ccccc1	-1.1	·	0	-11	3	6	-11	-1	-1
COc1c(C)cccc1C(=O)Nc1ccc(CN2CCCCC2)cc1	1.8	8	1	-2	-4	-6	6	1	0
CN(Cc1nc2ccccc2c(=O)[nH]1)C(=O)COc1ccccc1Cc1ccccc1	-0.3	0	-5	-23	8	4	-13	7	9
C/C(=N\Nc1cc(Cl)nc(C)n1)c1ccc(C)cc1	14	0	-4	7	-6	-2	6	-1	-1
Cc1ccccc1N(Cc1nnc2n1CCCCC2)C(=O)Nc1ccccc1	0.7	1	-8	6	-2	27*	-14	0	3
Cc1ccc(C2(C)NC(=O)N(CC(=O)NCc3ccccc3Cl)C2=O)cc1 (configuration not stated)	1.9	-3	0	-4	-6	-2	7	2	-1
CCn1cc(/C=N\NC(=O)c2c[nH]c3ccccc23)c(C)n1	-0.7	-1	2	4	-3	1	-7	2	-8
O=C(NCCc1ccccc1)c1ccc2c(c1)S(=O)(=O)c1ccccc1C2=O	-1.6	0	10	-7	1	1	3	11	-10
Cc1ccccc1/C=N/NC(=O)Cn1cnc([N+](=O)[O-])n1	-0.1	2	-5	20	-2	9	-11	1	-5
CCCc1nc(NCc2ccco2)c(C#N)c2c1COC(C)(C)C2	1.8	-1	2	3	-2	10	16	-1	-4
COc1ccc(C(=O)C2CCCN(C(=O)Cc3c(C)noc3C)C2)cc1OC (configuration not stated)	-0.1	3	-1	-12	1	4	-1	1	-7
CCN1C(Nc2ccccc2)=NC[C@@H]1C	0.0	0	6	-2	-6	0	4	2	1
CCN1CCCC(NC(=O)c2cc([N+](=O)[O-])ccc2OC)C1 (configuration not stated)	3.8	1	-4	-3	-1	8	-3	1	-1
CCOc1ccc(NC(=O)COC(=O)c2c(OC)cccc2OC)cc1	-3.0	6	0	-12	-3	-6	6	3	-8
N#Cc1cccc(OCCCN2CCC(C(O)(c3ccccc3)c3ccccc3)CC2)c1	·	·	24	·	-4	-14	24	11	-24
N/C(COc1ccccc1)=N\NC(=O)c1cccnc1Oc1ccccc1	2.7	-2	-5	-19	-8	6	-11	2	-5
O=C(NCCSc1ccccc1)c1ccccc1F	-1.3	-1	-4	-2	-2	2	5	2	1
CCCNC(=O)c1ccccc1NC(=O)Nc1ccccc1C	-0.9	1	-15	1	-4	5	0	1	-1
O=C(CSc1ccc2nnc(CCNC(=O)c3ccccc3)n2n1)NC1CCCC1	0.1	-3	8	2	-2	3	5	0	0
COc1c(C)cc(S(=O)(=O)NC2CC(C)(C)NC(C)(C)C2)c(C)c1C	-0.3	1	-3	1	-5	4	-1	1	-11
COc1ccc(/C=N/n2cnc3c([nH]c4ccc(F)cc43)c2=O)cc1CSc1ccccn1	0.1	-2	-4	-1	3	-5	-1	0	10
O=c1c2c3c(sc2nc2n1N=C(c1cccs1)CS2)CCCC3	1.1	3	2	-8	1	-2	-6	0	1
Cc1c(C(=O)N2CCN(c3ccccc3)CC2)sc2nc3n(c(=O)c12)CCC3	0.1	6	12	8	-4	-1	-2	1	-3
N#Cc1cccc(NC(=O)C2CCCN(C(=O)c3ccc(Cl)cc3)C2)c1 (configuration not stated)	-0.7	2	14	3	-1	1	3	6	-6
CCn1c(SCC(=O)Nc2cccc(S(=O)(=O)N(C)c3ccccc3)c2)nnc1C1CC1	14	-1	14	-22	-1	7	-11	9	3
Cc1ccc(C(=O)Nc2ccc(S(=O)(=O)N3CCc4ccccc43)cc2)o1	-0.1	-1	10	-50	-1	-7	-3	10	-9
Cc1nc(-c2ccc(NC(=O)c3ccccc3)cc2)cs1	-1.4	4	10	-17	3	-3	2	13	-4
CCn1c(CS(=O)Cc2ccc(Cl)cc2Cl)nnc1SCc1c(Cl)cccc1Cl (configuration not stated)	10	-4	-1	-28	0	-6	10	1	-2
C=CCN1C(=O)C(Cc2ccc(F)cc2)S/C1=N/N=C/c1cccs1 (configuration not stated)	3.5	0	-1	-1	-2	-4	5	0	-6

3 structures out of the list, sorted by formula weight, descending:
canonical_smiles	CRFBP-R2 agonist	IDE inh	M5 antag	CRFR2-BP antag	M5 ag	CHRM4 PAM	CHRM4 antagonist	CHRM4 agonist	M5 PAM
Cc1c(C(=O)N2CCN(c3ccccc3)CC2)sc2nc3n(c(=O)c12)CCC3	0.1	6	12	8	-4	-1	-2	1	-3
C=CCN1C(=O)C(Cc2ccc(F)cc2)S/C1=N/N=C/c1cccs1 (configuration not stated)	3.5	0	-1	-1	-2	-4	5	0	-6
O=c1c2c3c(sc2nc2n1N=C(c1cccs1)CS2)CCCC3	1.1	3	2	-8	1	-2	-6	0	1

More structures follow.
canonical_smiles	CRFBP-R2 agonist	IDE inh	M5 antag	CRFR2-BP antag	M5 ag	CHRM4 PAM	CHRM4 antagonist	CHRM4 agonist	M5 PAM
CCN(CC)S(=O)(=O)c1ccc(N2CCOCC2)c(NC(=O)c2cc(Cl)c3c(c2)OCO3)c1	1.5	-1	-4	2	-7	1	-15	0	-10
Cc1cc(C(=O)Nc2ccc(S(=O)(=O)N3CCOCC3)cc2)ccc1[N+](=O)[O-]	-3.5	1	8	-3	-3	-11	-1	10	-7
CCc1cc(=O)oc2cc(OCC(=O)O)c(Cl)cc12	-0.8	2	-8	-3	-9	5	12	1	20*
COc1ccc(/C=C2/C(=O)OCc3cc(OC)c(OC)cc32)cc1	3.1	-1	-12	22	-1	-1	-2	5	-4
CCN(C(=O)Nc1ccccc1OC)c1c(N)n(Cc2ccccc2)c(=O)[nH]c1=O	2.0	-1	-1	-2	0	-1	18	0	-1
COc1cccc(C(=O)C2CCCN(Cc3cn(CC(N)=O)c4ccccc34)C2)c1 (configuration not stated)	2.0	3	0	-23	-8	-15	5	1	0
CCN1CCCC1CNCc1ccc(OCc2ccc(Cl)nc2)c(OC)c1 (configuration not stated)	0.1	2	7	-7	-3	-23	3	0	-2
CCCCOc1cccc(-c2cc(C(=O)NNC(=S)NCC)c3ccccc3n2)c1	0.5	-1	7	-18	3	-6	13	9	-8
CN1CCN(S(=O)(=O)c2cccc(C(=O)N(C)Cc3c(F)cccc3Cl)c2)CC1	-0.2	2	6	3	-7	0	-8	1	1
O=C(N/N=C/c1ccc([N+](=O)[O-])o1)C1CCCC1	-0.1	1	-5	-2	0	4	6	0	8
Cc1ccoc1C(=O)NCCNC(=O)c1occc1C	5.2	-1	7	-6	-2	-4	5	0	-2
Cc1occc1C(=O)N(C)Cc1nc(-c2ccc(Cl)cc2)no1	5.0	5	3	-3	3	-1	-20	13	0
Cc1cc2ncn(CC(C)C)c2cc1C	-0.5	0	3	-10	-3	7	-2	0	0
COc1ccc(OCCCC(=O)Nc2nccs2)cc1	1.0	14	14	-9	-2	12	2	2	-4
CSC(=NC#N)N1CCN(c2ccccc2)CC1	-0.7	2	5	18	-2	7	-3	0	-2
O=[N+]([O-])c1ccc(N2CCCCC2)cc1NCCOc1ccccc1	-1.1	2	-3	-23	-1	-1	-4	0	1
CCOC(=O)c1c(NC(=O)Cn2cc([N+](=O)[O-])cn2)sc2c1CCC2	-1.3	2	-5	-10	2	7	-10	1	-1
NC1=NC(=O)S/C1=C\c1ccc(O)cc1	2.3	2	0	51*	-3	-1	0	0	4
COC(=O)C[C@H]1C[C@H]2c3cc(NC(=O)Nc4ccc(C(F)(F)F)cc4)ccc3O[C@H]2[C@@H](CO)O1	9.2	·	11	8	3	-2	0	8	-6
O=[N+]([O-])c1cccc(-c2nnc(C3CC3)o2)c1	0.3	0	15	-11	11	16	-12	0	36*
C=C(CCC(=O)c1ccccc1)C(=O)c1ccccc1	-1.0	1	12	-112	-5	-3	11	0	-1
O=C(CSc1nc(-c2ccccc2)nc2ccc(F)cc12)Nc1cccc(C(=O)O)c1	-0.4	-3	5	3	4	-2	1	1	3
O=C1OC[C@H]2CCCN2C(=O)[C@@H](CC(=O)N(CCO)Cc2ccccc2)C/C=C\CC[C@@H]1Cc1ccc(F)cc1	-0.6	0	2	3	0	11	-3	6	-2
COc1ccc(-n2nc([N+](=O)[O-])c(=NCc3ccco3)n2O)cc1	0.4	-4	-4	-7	-3	-4	6	1	4
O=[N+]([O-])c1ccc(-c2cnc(NO)nc2)cc1	-0.5	3	1	14	-1	-1	-6	0	-3
Cc1ccccc1N1C(=O)c2cccc3cccc(c23)C1=O	-1.5	0	1	6	1	-4	6	2	4
CCOC(=O)N1CCN(C(=O)C2CC(=O)N(c3ccccc3)C2)CC1 (configuration not stated)	-1.1	-4	-3	11	0	8	-6	0	4
CCCCOc1ccc(C(=O)N/C(=C/C=C/c2ccccc2)C(=O)NCCCO)cc1	0.7	3	5	-9	-3	-6	5	2	-9
CC(C)CN1CCC(=O)N([C@H](CSc2ccc(Br)cc2)c2ccccc2)CC1	1.0	5	14	3	-7	4	6	0	-2
COc1ccc(S(=O)(=O)N2CCC(C(=O)N3CCC(C(N)=O)CC3)CC2)cc1Cl	-1.0	0	-1	-16	-5	8	-6	2	1
COc1ccc(-c2csc(NC(=S)NC(=O)c3ccc4ccccc4c3)n2)cc1OC	-0.3	1	-28	-13	-1	6	0	1	18*
Cc1c(C(=O)N2CCC(C)CC2)sc2ncn(CC(=O)N3CCC(C)CC3)c(=O)c12	1.4	8	-7	13	-1	-2	-12	3	-2
CCc1cc(C(=O)OCC(=O)N2CCC(c3ccccc3)=N2)sc1C	3.2	-4	12	-25	-8	-14	10	1	-14
Cc1c(NS(=O)(=O)c2ccc(NCC3CCCO3)c([N+](=O)[O-])c2)c(=O)n(-c2ccccc2)n1C (configuration not stated)	-0.4	-1	10	5	-1	2	1	2	-3
COc1ccc(C(C)=O)cc1CSc1nnc(Nc2c(C)cccc2C)s1	-0.6	8	0	-25	-2	-4	0	4	-4
Cc1ccccc1-n1nnnc1SCC(=O)NNC(=O)c1ccc(NC(=O)CC#N)cc1	5.7	-1	-4	-8	2	-2	3	0	10
CC(C)(C)Nc1c(-c2ccc(O)cc2)nc2ccc(Cl)cn12	-1.2	2	7	-4	3	10	-16	3	1
CCN(CC(=O)Nc1ccc(NC(C)=O)cc1)C(=O)CSc1ncnc2sc(C)c(C)c12	-1.2	1	-5	-1	-2	-2	-15	9	-10
